Source: PubChem
TCR act – activates T cell receptor signaling | primary human leukocytes, anti-CD3, IL-2 HTRF, 48 h | Potency, µM (highest dose often 9.22 µM), for inactives: at the top dose activation of IL-2 secretion, usual class: activators | 330,000 tested, under 10 active | AID 504894; also: % of control where 0% means no effect
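IL-2 produced over 48 hr by a-CD3 bead-stimulated primary human leukocytes exposed to compounds was detected with a homogeneous time-resolved FRET immunoassay, 665nm acceptor signal after 320nm excitation.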
MBNL1 CUG block – MBNL1-poly(CUG) RNA binding inhibition | Q9NR56 | TR-FRET MBNL1-His/biotin-(CUG)12 binding, 665/545 ratio | Potency, µM (titrated, usually from 57.5 µM), without a hit: at the top dose activity change, negative = inhibition, most hits filed as inhibitors | hit rate 0.036% among 280,000 | AID 2675; active = well fitted inhibition curve with a large enough effect in the signal ratio, with a control signal flat, not every such curve was filed as active; inconclusive = small, poorly fitted or top-dose-only effect, or effect the other way, or a change in a side signal; inactive = no such curve, though single readings can be large or run the other way; the % refers to the signal ratio; also: potency is read from the fitted curve at half-maximal effect; % is scaled to controls: 0 for no effect and ±100 for the full control effect
Target sequence (Q9NR56 whole entry, looked up): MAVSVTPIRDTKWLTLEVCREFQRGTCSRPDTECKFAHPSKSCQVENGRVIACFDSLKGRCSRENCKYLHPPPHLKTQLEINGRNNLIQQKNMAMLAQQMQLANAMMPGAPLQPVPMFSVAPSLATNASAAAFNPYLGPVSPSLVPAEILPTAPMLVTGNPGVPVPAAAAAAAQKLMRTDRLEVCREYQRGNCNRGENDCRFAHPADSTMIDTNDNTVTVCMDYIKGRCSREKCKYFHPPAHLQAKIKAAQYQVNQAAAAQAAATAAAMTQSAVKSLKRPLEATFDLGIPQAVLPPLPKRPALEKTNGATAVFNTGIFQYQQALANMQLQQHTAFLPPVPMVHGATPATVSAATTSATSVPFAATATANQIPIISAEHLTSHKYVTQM
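Compound titration spanned 92 nM–58 uM against the MBNL1-His/biotin-(CUG)12 complex. After 60 min at room temperature with 5 nM streptavidin-XL665 and 0.055 ng/ul terbium anti-His, ratiometric 665/545 nm emission (Ex 340 nm) normalized to controls.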
A-T KAP1 phos – potential ataxia-telangiectasia treatments restoring KAP-1 phosphorylation; hit rate 0.19% among 320,000; Potency, µM (doses to about 57.5 µM), inactives show top-dose activation, hits mostly activators; […] A-T fibroblasts, KAP-1 phosphorylation AlphaLISA; neocarzinostatin DNA damage 30 min before lysis; AID 485349; also: potency is read from the fitted curve at half-maximal effect; % of control where 0% means no effect; nearly all actives have a fitted effect of over 45% in size
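ATM-like activity read as KAP-1 phosphorylation via AlphaLISA donor/acceptor antibody pairs after lysis and 6 hr at 25C. Cells were ATM-null patient fibroblasts ([…], hTERT), dosed 60 min, then exposed to the DSB inducer NCS for 30 min.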
Menin-MLL TR inh – inhibitors of human menin-MLL interaction, mutant MLL peptide; Menin + Texas Red MLL mutant peptide, fluorescence polarization; hit rate 0.23% among 270,000; O00255; Potency, µM (top dose mostly 61.6 µM), without a hit: at the highest dose FP activity change, negative = inhibition, actives largely listed as inhibitors; active = well fitted inhibition curve with a large enough effect in the polarisation, with a control signal flat, not every such curve was filed as active; inconclusive = small, poorly fitted or top-dose-only effect, or effect the other way, or a change in a side signal; inactive = no such curve, though single readings can be large or run the other way; the % refers to the polarisation; also: potency is read from the fitted curve at half-maximal effect; % of control where 0% means no effect; many of its hits are not listed in these tables
S-ASM inh – human S-ASM enzyme inhibition; placental ASM, HMU-PC fluorogenic substrate, 60 min; Potency, µM (titrated, usually from 57.5 µM), for inactives: at the highest dose activity change, negative = inhibition, hits mostly inhibitors; hit rate 0.006% among 340,000; AID 504937; also: potency is read from the fitted curve at half-maximal effect
Target sequence (P17405 47-631 limits assumed): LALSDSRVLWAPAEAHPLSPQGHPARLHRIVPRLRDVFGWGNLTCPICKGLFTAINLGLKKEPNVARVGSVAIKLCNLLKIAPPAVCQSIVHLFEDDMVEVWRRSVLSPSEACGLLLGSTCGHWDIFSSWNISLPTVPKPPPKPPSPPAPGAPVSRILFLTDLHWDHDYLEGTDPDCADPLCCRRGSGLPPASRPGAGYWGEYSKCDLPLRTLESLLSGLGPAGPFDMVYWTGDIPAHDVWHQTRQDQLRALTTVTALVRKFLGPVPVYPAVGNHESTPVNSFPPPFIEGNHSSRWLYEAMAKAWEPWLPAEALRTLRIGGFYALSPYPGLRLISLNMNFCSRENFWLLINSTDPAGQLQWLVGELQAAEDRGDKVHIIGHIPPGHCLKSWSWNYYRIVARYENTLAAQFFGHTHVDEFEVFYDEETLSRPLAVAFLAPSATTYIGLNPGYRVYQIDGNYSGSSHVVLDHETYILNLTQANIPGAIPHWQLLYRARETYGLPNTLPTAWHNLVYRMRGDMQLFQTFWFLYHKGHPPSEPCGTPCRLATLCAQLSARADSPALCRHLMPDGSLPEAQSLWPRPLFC
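HMU-PC0 cleavage (9 uM final) by human placental ASM, 60 min at 37 °C following 10 min compound exposure at RT; stopped at pH 10, fluorescence Ex 386/Em 447 nm.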
CXXC DNA block – MLL CXXC-DNA interaction inhibition | Q03164 | MLL-CXXC / FITC-HOXA9 DNA fluorescence polarization | Potency, µM (top dose mostly 115 µM), inactives show at the highest dose activity change, negative = inhibition, hits mostly inhibitors | hit rate 0.037% among 290,000; active = well fitted inhibition curve with a large enough effect in the polarisation, with a control signal flat, not every such curve was filed as active; inconclusive = small, poorly fitted or top-dose-only effect, or effect the other way, or a change in a side signal; inactive = no such curve, though single readings can be large or run the other way; the % refers to the polarisation; also: potency is read from the fitted curve at half-maximal effect
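Purified MLL-CXXC (added from a 7 uM solution) was preincubated 5 min at ambient with pinned compounds in 50 mM Tris-HCl pH 7.5, 50 mM NaCl, 1 mM DTT, 0.05% BSA. Fluorescein-labeled HOX-A9 DNA (50 nM solution) followed, 30 min, then polarization read.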
TSG101-PTAP inh – blocks PTAP/TSG101 interaction to inhibit HIV-1 budding; Q99816; Fluorescence polarization, FITC-PTAP peptide / Tsg101 binding; Potency, µM (doses to about 115 µM), for inactives: at the highest dose activity change, negative = inhibition, usual class: inhibitors; AID 493005; 340,000 tested, under 10 active; active = well fitted inhibition curve with a large enough effect in the main read-out, with a control signal flat, not every such curve was filed as active; inconclusive = small, poorly fitted or top-dose-only effect, or effect the other way, or a change in a side signal; inactive = no such curve, though single readings can be large or run the other way; also: potency is read from the fitted curve at half-maximal effect; % of control where 0% means no effect
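Fluorescence anisotropy tracks displacement of a FITC-tagged PTAP peptide (50 nM) from the Tsg101 binding domain (10 uM), following a 20 min room-temperature incubation at pH 7.5.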
Integrin act MD – activators of alpha7 integrin expression for muscular dystrophy; alpha7betagal myoblasts, beta-gal FDG fluorescence, 48 h; Potency, µM (doses to about 38.3 µM), inactives show top-dose activation, hits mostly activators; hit rate 0.064% among 350,000; AID 624291;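 also: potency is read from the fitted curve at half-maximal effect; 100% = response of the positive control SU9516; nearly all actives have a fitted effect of over 60% in size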
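Alpha7betagal+/- myoblasts (passage 13) were plated 16-24 hr, then exposed to compounds (1:260 dilution of DMSO stock) for 48 hours at 37C. After MPER lysis, β-galactosidase reporter activity was read as FDG fluorescence (ex 480/em 540) after 30 minutes.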
TSHR antagonist – antagonists of human thyroid stimulating hormone receptor | P16473 | hit rate 0.2% among 330,000 | TSHR-expressing cells, TSH-stimulated cAMP HTRF, 2 h; active compounds read low | activity change, negative = inhibition, % at 11.5 µM;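 active = activity change below a set negative limit, meaning inhibition stronger than a set level, cut at about -70% in these data; inconclusive = activity change between two set negative limits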; also: % is scaled to controls: 0 for no effect and ±100 for the full control effect
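TSHR-expressing cells were treated with compounds, then stimulated with TSH at EC80 (4nM final) for 2 hours at 37 deg C. Cellular cAMP was measured by HTRF competition between lysate cAMP and cAMP-d2 for a cryptate-labelled anti-cAMP antibody.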
Mito fusion act – blocks mitochondrial division or promotes mitochondrial fusion | S. cerevisiae fusion-defective mutant growth rescue, CellTiterGlo 48 h | Potency, µM (doses to about 46.1 µM), inactives show top-dose growth rescue (activation), most hits filed as activators | hit rate 0.23% among 320,000;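 also: potency is read from the fitted curve at half-maximal effect; % of control where 0% means no effect; nearly all actives have a fitted effect of over 45% in size; temperature-sensitive fusion mutants such as fzo1-1 at 37 °C on non-fermentable ethanol glycerol medium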
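S. cerevisiae fusion-defective temperature-sensitive mutants (e.g. fzo1-1, mgm1-5) grown 48 h at 37C in YPEG (ethanol/glycerol non-fermentable) medium with 23 nl compound per well; growth rescue read as CellTiterGlo luminescence.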
Numbers without * were called inactive; ? = inconclusive; · = no result given; [ ] = another dose, or the depositor's remark. Unless noted, calls follow the shape of the dose curve; as a rule, active = well fitted curve in the direction sought with a large enough effect; inconclusive = small, poorly fitted or top-dose-only effect, or another doubt; inactive = no such curve, though single readings can be large; an effect the other way counts as inactive or inconclusive. This is a subset, so the mix of outcomes need not match the whole.

The line under a structure holds: MBNL1 CUG block | TSG101-PTAP inh | TCR act | A-T KAP1 phos | S-ASM inh | CXXC DNA block | TSHR antagonist | Integrin act MD | Menin-MLL TR inh | Mito fusion act
- COc1cc(C2C=C(C34CC5CC(CC(C5)C3)C4)NC(=S)N2)cc(OC)c1OC (centres undefined)
→ -6% | 1% | -7% | -1% | -10% | 0% | -14 | 6% | -6% | 1%
- CCCc1cc(C(=O)N2CCCC(N3CCN(c4ccc(F)cc4)CC3)C2)no1 (centres undefined)
→ -1% | -3% | 3% | -1% | 5% | 12% | 12 | -8% | · | 15%
- CCOC(=O)C1(CCCc2ccccc2)CCN(C(=O)c2cnc(C)cn2)CC1
→ 0% | 0% | -3% | 5% | 2% | -8% | 0 | -22% | -10% | 10%
- COc1cc(C(=O)NC2(C(F)(F)F)NC(=O)N(CCCc3ccccc3)C2=O)cc(OC)c1OC (centres undefined)
→ · | -4% | -1%[46.1 µM] | 2% | -1% | 8% | -26 | -10% | 17% | -2%
- CCc1cc(C(=O)NNC(=S)Nc2ccccc2C)cs1
→ 2% | -12% | -3%[46.1 µM] | 12% | 3% | 4% | 20 | 3% | -2% | 4%
- Cc1ccccc1N/C(SCc1cccc(Br)c1)=C(/C#N)C(N)=O
→ · | 1% | 0%[46.1 µM] | -3% | -1% | 4% | -23 | -1% | ? | 1%
- Cc1cc(C)cc(SCc2noc(C(=O)NCCN(C)C)c2C(=O)NCCN(C)C)c1
→ · | -1% | 1% | · | -1% | · | · | -36%[inhibitor] | · | ·
- Cc1cc(S(=O)(=O)Nc2ccc3c(c2)COC3=O)ccc1F
→ -6% | 3% | -3% | 4% | 0% | -2% | -1 | 2% | -16% | 7%
- Cc1ccc(CNS(=O)(=O)c2ccc3c(c2)NC(=O)CO3)cc1
→ -3% | -2% | -6% | -2% | -2% | 28% | 12 | 23% | 6% | 10%
- O=C(NCC1COCCO1)c1ccc(OC2CCN(CCc3ccccc3)CC2)cc1 (centres undefined)
→ -4% | -2% | 2% | -5% | 4% | -5% | -1 | 21% | 3% | 2%
- CN(CCOc1ccccc1)C(=O)c1cc([N+](=O)[O-])cc([N+](=O)[O-])c1
→ ? | -2% | -1% | 2% | 1% | 3% | 7 | · | -6% | -7%
- COC(=O)[C@@H]1CC[C@H](C)[C@@H](c2ccc(C)cc2)N1C(=O)c1ccc(/C=N/O[C@H](C)c2cn([C@@H]3COC[C@H]3O)nn2)cc1
→ -20% | · | · | -11% | · | 6% | 3 | · | ? | -3%
- CC(=O)NC1C(=O)N(CCN2CCOCC2)c2ccc(Cl)cc21 (centres undefined)
→ ? | -5% | 2% | -3% | 3% | 6% | 20 | -4% | · | 9%
- Cc1ccc(C(=O)COc2ncnc3cc(Cl)ccc23)cc1
→ · | -1% | -99% | -1% | 2% | 1% | -2 | ? | · | -4%
- CCCCN(C(=O)C(C)N1C(=O)c2ccccc2C1=O)c1c(N)n(CCCC)c(=O)[nH]c1=O (centres undefined)
→ · | -1% | 5% | 0% | 3% | · | 2 | ? | · | -5%
- Cc1c(Cl)cccc1-c1ccc(/C=N/n2cnnc2)o1
→ ? | 2% | -3% | · | -13% | 18% | -3 | -9% | 16% | -2%
- Cc1ccc(NC(=O)CSCC(=O)N2CCN(C(=O)c3ccco3)CC2)cc1
→ · | 0% | -1% | -4% | 4% | · | -1 | 31% | · | 2%
- CC(O)[C@H]1CN=C(N)N1CCCCC1CCCCC1 (some centres undefined)
→ 4% | -5% | 1% | -6% | 1% | 1% | -5 | 13% | · | 0%
- NC(=O)SCC(=O)Nc1ccccc1C(=O)O
→ 8% | -2% | -28% | 8% | 2% | ? | -2 | -2% | -2% | 8%
- COc1cc(/C=C/C(=O)OCC(=O)N2CCCC2)ccc1OCC#N
→ · | -6% | 11% | 14% | 2% | · | -9 | -18% | · | -6%
- COc1ccc2c(CC(=O)OCC(=O)NC(=O)c3cccn3C)coc2c1
→ 0% | -3% | 12% | 0% | -3% | 7% | -5 | ? | 3% | 1%
- Cc1cc(C(=O)OCC(=O)NC2CCC(C)CC2)c(C)o1 (centres undefined)
→ · | -1% | -1% | 9% | -1% | · | -14 | -14% | · | 2%
- CCOC(=O)C1CCN(C(=O)CSc2cc(=O)n(CC)c3ccccc23)CC1
→ 0% | · | · | 3% | -3% | 10% | -6 | 6% | 6% | -8%
- COc1cccc(-c2nc(Oc3cccc(C)c3C)c3ccccc3n2)c1O
→ ? | 1% | 4%[46.1 µM] | -2% | 3% | -4% | 0 | -26% | 9% | -1%
- Cc1c(NC(=O)C2CC(c3ccc(F)cc3)=NO2)c(=O)n(-c2ccccc2)n1C (centres undefined)
→ 1% | 0% | 3% | -1% | 1% | 2% | -23 | 9% | -8% | 1%
- COc1ccc(C2C(C(=O)NC(C)C)c3ccccc3C(=O)N2C)cc1OC (centres undefined)
→ 2% | 0% | 5% | 4% | -1% | -7% | 11 | 0% | 4% | -4%
- OCC(Cc1ccccc1)NCc1ccccc1C(F)(F)F (centres undefined)
→ -6% | -11% | -4%[46.1 µM] | -11% | 6% | 4% | 7 | 26% | -11% | -2%
- COc1ccc(-c2csc(NC(=S)NC(=O)c3cccs3)n2)cc1Br
→ -5% | 0% | -1% | -4% | -3% | -5% | -4 | 12% | · | -2%
- Cn1c(N)c(C(=O)Nc2ccc(-c3ccccc3)cc2)sc1=S
→ ? | -5% | 2% | -6% | -8% | -6% | -33 | 6% | · | 4%
- N#C/C(=C(/O)c1ccc(Br)s1)c1nc2ccccc2[nH]1
→ 28% | 0% | -16% | 9% | -2% | 14% | 27 | -33% | ? | -1%

Whole records from above. Order of screens: MBNL1 CUG block	TSG101-PTAP inh	TCR act	A-T KAP1 phos	S-ASM inh	CXXC DNA block	TSHR antagonist	Integrin act MD	Menin-MLL TR inh	Mito fusion act
COc1ccc(C2C(C(=O)NC(C)C)c3ccccc3C(=O)N2C)cc1OC (centres undefined) as listed: 2%	0%	5%	4%	-1%	-7%	11	0%	4%	-4%
CCOC(=O)C1CCN(C(=O)CSc2cc(=O)n(CC)c3ccccc23)CC1 as listed: 0%	·	·	3%	-3%	10%	-6	6%	6%	-8%
Cc1c(NC(=O)C2CC(c3ccc(F)cc3)=NO2)c(=O)n(-c2ccccc2)n1C (centres undefined) as listed: 1%	0%	3%	-1%	1%	2%	-23	9%	-8%	1%
OCC(Cc1ccccc1)NCc1ccccc1C(F)(F)F (centres undefined) as listed: -6%	-11%	-4%[46.1 µM]	-11%	6%	4%	7	26%	-11%	-2%
N#C/C(=C(/O)c1ccc(Br)s1)c1nc2ccccc2[nH]1 as listed: 28%	0%	-16%	9%	-2%	14%	27	-33%	?	-1%

(list continues)
The line under a structure holds: MBNL1 CUG block | TSG101-PTAP inh | TCR act | A-T KAP1 phos | S-ASM inh | CXXC DNA block | TSHR antagonist | Integrin act MD | Menin-MLL TR inh | Mito fusion act
- COC(=O)[C@H]1C[C@H]2[C@@H]3CC[C@H]4C[C@@H](OC)CC[C@]4(C)[C@H]3CC[C@]2(C)[C@@]2(CCCO2)O1
→ · | -3% | -6%[46.1 µM] | 5%[11.5 µM] | -5% | · | 10 | -20% | · | ·
- O=C(CSc1nc(-c2ccco2)cc(C(F)(F)F)n1)Nc1cccnc1
→ 7% | 1% | -1% | 8% | -1% | 2% | -4 | -24% | 8% | -4%
- CC(Sc1ccccn1)C(=O)Nc1ccc(S(N)(=O)=O)cc1 (centres undefined)
→ -2% | -2% | -1% | 5% | 0% | -5% | 10 | 21% | -7% | -4%
- CCCC(C)NC(=O)C1c2ccccc2Oc2ccccc21 (centres undefined)
→ 1% | -2% | 3% | 4% | -9% | -4% | 20 | 4% | -1% | 7%
- COc1cc(-c2n[nH]c(=S)n2Cc2ccccc2)cc(OC)c1OC
→ -12% | -2% | 4% | -5% | 1% | -5% | -12 | 0% | -8% | 2%
